Source: PubChem
KOR beta-arrestin-1 = KOR antagonists, beta-arrestin recruitment, cell-based, luminescence, uHTS (AID 1778); Kappa-type opioid receptor (Homo sapiens); 290,000 tested, 0.091% active; inhibition, % at 10 µM, or IC50 in µM where a hit was titrated; KOR beta-arrestin recruitment, luminescence, antagonist mode; higher % means a stronger effect; also: strong numbers were not always called active
TNAP activators = human TNAP enzyme activators, primary screen, biochemical, luminescent, no phosphate acceptor, uHTS (AID 1001) | Alkaline phosphatase, tissue-nonspecific isozyme (Homo sapiens) | purified TNAP, luminescent activation assay, no phosphate acceptor; higher activation fold means a stronger effect | activation fold at 20 µM, or EC50 in µM where a hit was titrated | 200,000 tested, 0.03% active; in the data active = activation fold from about 3, or a potency from the dose series; inactive = the rest, 99 in 100 with activation fold below about 1.6; also: many of its hits are not listed in these tables
human PMI inhibitors = human PMI inhibitors, high substrate, primary screen, biochemical, fluorescence intensity, high mannose 6-phosphate (AID 1220); 190,000 tested, 0.66% active; inhibition, % at 20 µM; hits with a dose series show IC50 in µM; recombinant PMI enzyme, coupled fluorescence intensity; higher % means a stronger effect
LYP inhibition = inhibitors of LYP phosphatase, biochemical, fluorescence intensity, uHTS (AID 1779); 290,000 tested, 0.054% active; recombinant LYP phosphatase, fluorescence intensity; higher % means a stronger effect; Tyrosine-protein phosphatase non-receptor type 22 (Homo sapiens); one-dose inhibition, % at 11.5 µM; IC50 in µM for titrated hits;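 also: plate controls were vehicle with enzyme for no effect and no enzyme for full effect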
HEK293 NOD2/NF-kB = NOD2 signaling inhibitors, cell-based, luminescence, uHTS, HEK293 (AID 1566); HEK293 NOD2/NF-kB luciferase reporter, luminescence; higher % means a stronger effect; inhibition, % at 4 µM; hits with a dose series show EC50 in µM; 290,000 tested, 0.63% active; also: many of its hits are not listed in these tables
human PMI inhibition = inhibitors of human PMI, primary screen, biochemical, fluorescence intensity, coupled assay (AID 1209) | purified PMI enzyme, coupled fluorescence intensity; higher % means a stronger effect | inhibition, % at 20 µM; hits with a dose series show IC50 in µM | 190,000 tested, 0.42% active;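 also: plate controls were DMSO vehicle for no effect and wells lacking substrate for full effect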
KOR beta-arrestin-2 = KOR agonists, beta-arrestin recruitment, primary screen, cell-based, luminescence, uHTS (AID 1777); Kappa-type opioid receptor (Homo sapiens); KOR beta-arrestin recruitment, luminescence; higher % means a stronger effect; activation, % at 10 µM, or EC50 in µM where a hit was titrated; 280,000 tested, 0.02% active; in the data active = activation above about 50%, passing the limit was not always enough; also: a part of the inactive calls stands beside numbers as strong as those of hits
XIAP displacement = XIAP antagonists, biochemical, IAP family, fluorescence polarization (AID 1018); E3 ubiquitin-protein ligase XIAP (Homo sapiens); XIAP BIR domain, fluorescence polarization peptide displacement; higher % means a stronger effect; one-dose displacement, % at 20 µM; IC50 in µM for titrated hits; 200,000 tested, 0.007% active; in the data active = displacement above about 50%; also: a part of the inactive calls stands beside numbers as strong as those of hits
NOD1 inhibition = NOD1 signaling inhibitors, primary screen, cell-based, luminescence, uHTS (AID 1578). NOD1-driven NF-kB luciferase reporter cells, luminescence; higher % means a stronger effect. one-dose inhibition, % at 4 µM; EC50 in µM for titrated hits. 290,000 tested, 1% active; in the data active = inhibition mostly above about 36%, no sharp cut-off; inactive = mostly below about 34%;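 also: HEK-293T reporter cells stimulated with the NOD1 agonist gamma-tri-DAP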
The depositor's hits bear a star; · = not tested or not shown; [ ] = dose if it differs, or a comment. Rule as the data show it, unless noted: active = inhibition above about 50%; inactive = the rest.

Codes – A = KOR beta-arrestin-1; B = TNAP activators; C = human PMI inhibitors; D = LYP inhibition; E = HEK293 NOD2/NF-kB; F = human PMI inhibition; G = KOR beta-arrestin-2; H = XIAP displacement; I = NOD1 inhibition
Nc1nc(CSC(=S)N2CCN(c3ccccc3)CC2)nc(Nc2ccc(F)cc2)n1
  A: 0.5% | B: 1.1 | C: 1.9% | D: -3.6% | E: -28.0% | F: 7.3% | G: 1.5% | H: -0.3% | I: 35.7%
CC(=O)Oc1ccc(-c2cccc(C(=O)N3CCCCC3)c2)cc1
  A: -12.7% | B: · | C: · | D: -7.2% | E: -0.7% | F: · | G: -1.4% | H: · | I: -40.5%
CN(C)c1ccc(NC(=O)CSc2nnc(-c3cnccn3)n2C)cc1
  A: -24.4% | B: · | C: · | D: -4.3% | E: 5.1% | F: · | G: 4.6% | H: · | I: 0.0%
O=Cc1cccc(Oc2ccc([N+](=O)[O-])cc2[N+](=O)[O-])c1
  A: -55.2% | B: 1.1 | C: 0.9% | D: -3.3% | E: 9.0% | F: -5.7% | G: -2.1% | H: -2.4% | I: -29.2%
CC(=N\NC(=O)c1cc(Br)ccc1O)/C(=N/O)C(=O)Nc1ccccc1
  A: 0.4% | B: · | C: · | D: -10.4% | E: 35.7% | F: · | G: -0.9% | H: · | I: -17.2%
COC(=O)C1=NN(c2ccc(C)cc2)C2C(=O)N(c3ccccc3OC)C(=O)C12 (configuration not stated)
  A: 5.7% | B: · | C: · | D: -5.4% | E: 10.7% | F: · | G: -0.6% | H: · | I: -3.5%
Cc1cccc(C(=O)NC2CCN(C(=O)NCc3ccccc3)CC2)c1
  A: -2.9% | B: · | C: · | D: -7.8% | E: -8.7% | F: · | G: -5.3% | H: · | I: -15.6%
O=C(COC(=O)c1c(Cl)ccc(Cl)c1Cl)NC1CCS(=O)(=O)C1 (configuration not stated)
  A: 2.0% | B: 1 | C: -3.1% | D: 7.0% | E: -8.3% | F: -6.7% | G: 1.2% | H: -13.4% | I: -25.8%
O=C(/C=C/c1ccc(Cl)c(Cl)c1)NCc1ccco1
  A: -1.4% | B: 1.1 | C: -3.1% | D: -4.5% | E: -0.3% | F: -4.0% | G: -1.9% | H: -1.4% | I: -26.4%
O=[N+]([O-])c1ccccc1/C=C/CN1CCSCC1
  A: -26.5%[20 µM] | B: · | C: · | D: -5.9% | E: -14.8% | F: · | G: 3.2% | H: · | I: -29.7%
O=C(Nc1ccccc1)N1CCN(c2ccccn2)CC1
  A: -12.8% | B: 1 | C: 2.1% | D: -2.6% | E: -20.5% | F: -4.9% | G: 12.0% | H: -23.2% | I: -35.5%
C=C(C)COc1ccc(-c2nc(N)ncc2-c2ccc(OC)cc2)c(O)c1
  A: 26.2% | B: 1 | C: 12.5% | D: 5.1% | E: 0.5% | F: 18.6% | G: 1.5% | H: -1.6% | I: 31.7%
CN(c1ccc(C(=O)Nc2ccccc2Sc2ccccc2)cc1)S(C)(=O)=O
  A: 0.2% | B: 1.1 | C: 10.7% | D: -7.6% | E: 12.3% | F: 14.5% | G: -2.9% | H: -3.8% | I: 24.3%
C=CCOc1ccn(C)c(=O)n1
  A: 5.7% | B: · | C: · | D: -4.1% | E: 20.5% | F: · | G: -1.3% | H: · | I: -0.9%
O=C(CN1C(=O)/C(=C/c2ccccc2F)Sc2ccccc21)NCC1CCCO1 (configuration not stated)
  A: 12.8% | B: · | C: · | D: -5.0% | E: 22.7% | F: · | G: 3.1% | H: · | I: 9.1%

Next records.
Codes – A = KOR beta-arrestin-1; B = TNAP activators; C = human PMI inhibitors; D = LYP inhibition; E = HEK293 NOD2/NF-kB; F = human PMI inhibition; G = KOR beta-arrestin-2; H = XIAP displacement; I = NOD1 inhibition
CCC1Sc2ccc(S(=O)(=O)Nc3ccc(OC)cc3)cc2NC1=O (configuration not stated)
  A: -36.5% | B: · | C: · | D: -5.5% | E: 38.6% | F: · | G: 9.8% | H: · | I: 17.7%
O=C(NN1CC(C(=O)OCc2ccccc2F)CC1=O)c1ccccc1 (configuration not stated)
  A: 8.3% | B: · | C: · | D: -8.6% | E: 2.0% | F: · | G: 4.1% | H: · | I: -23.6%
Cc1ccc(N2CCN(c3ccc(NC(=O)CCC(=O)O)cc3)CC2)cc1
  A: -27.7% | B: 1.1 | C: -2.5% | D: -0.2% | E: 6.7% | F: -0.4% | G: -1.0% | H: -5.6% | I: -30.9%
Cc1c(NC(=O)C(=O)N/N=C/c2cccs2)c(=O)n(-c2ccccc2)n1C
  A: -4.9% | B: · | C: · | D: -3.0% | E: 11.3% | F: · | G: 0.2% | H: · | I: -10.1%
CC1=C(Cl)C2=NS(=O)(=O)CCN2C=C1Cl
  A: 4.4% | B: 1.1 | C: -4.2% | D: -1.2% | E: 15.0% | F: -6.4% | G: 3.6% | H: -4.1% | I: -29.8%
O=C(NC(Cc1ccccc1)C(=O)O)/C(=C/c1ccccc1)NC(=O)c1ccc(Br)o1 (configuration not stated)
  A: -1.2% | B: · | C: · | D: -6.9% | E: 6.0% | F: · | G: -2.2% | H: · | I: -14.3%
O=C(/C=C/c1ccc(F)cc1)NC(=S)N1CCCCC1c1cccnc1 (configuration not stated)
  A: 17.7% | B: · | C: · | D: -5.0% | E: 12.5% | F: · | G: 11.8% | H: · | I: -4.2%
Cc1cccc(-n2nc(C(=O)c3ccco3)cc(-c3nc4ccccc4[nH]3)c2=N)c1
  A: -24.0% | B: 1 | C: -4.9% | D: -0.3% | E: 5.3% | F: -6.0% | G: -5.7% | H: -7.3% | I: -20.0%
CCc1cc2c(N3CCN(c4nnc(CC)s4)CC3)ncnc2s1
  A: -15.2% | B: 1.1 | C: -24.5% | D: -4.4% | E: 7.0% | F: -22.6% | G: 11.4% | H: -5.4% | I: 40.1%
N#Cc1c(Nc2ccccc2)c(C=O)c[nH]c1=O
  A: 5.4% | B: · | C: · | D: -2.9% | E: -8.6% | F: · | G: -2.2% | H: · | I: -10.2%
COc1ccc(NC(=O)CSc2n[nH]c(-c3ccccn3)n2)cc1
  A: -25.6% | B: · | C: · | D: -7.3% | E: 8.5% | F: · | G: -0.6% | H: · | I: -7.9%
COc1ccccc1NC(=S)N1CCN(c2nc(-c3ccccc3)cs2)CC1
  A: -1.6%[20 µM] | B: 1 | C: 10.1% | D: 0.4% | E: -1.0% | F: 16.6% | G: -2.3% | H: -3.3% | I: -47.0%
CCOc1ncccc1C(=O)OCC(=O)N1CC(=O)Nc2ccccc21
  A: 12.9% | B: 1 | C: -9.2% | D: 4.8% | E: -4.7% | F: -5.8% | G: -0.3% | H: -0.1% | I: -25.4%
CC1CCN(C(=O)CCC(=O)Nc2nnc(C3CCCCC3)s2)CC1
  A: -36.6% | B: · | C: · | D: -5.8% | E: 0.8% | F: · | G: 3.9% | H: · | I: -25.5%
CN(C)CCC(=O)c1cccc(Br)c1
  A: -1.0% | B: 1 | C: 19.4% | D: -9.5% | E: 1.8% | F: 24.0% | G: 0.7% | H: -7.8% | I: -6.0%

(next part)
Codes – A = KOR beta-arrestin-1; B = TNAP activators; C = human PMI inhibitors; D = LYP inhibition; E = HEK293 NOD2/NF-kB; F = human PMI inhibition; G = KOR beta-arrestin-2; H = XIAP displacement; I = NOD1 inhibition
O=C(/C=C/c1cccc(Cl)c1)NCCc1ccccc1
  A: -3.9% | B: 1.1 | C: 15.0% | D: -0.8% | E: 16.6% | F: 18.2% | G: -3.0% | H: -9.0% | I: -12.4%
O=C(NCc1cccs1)c1ccccc1
  A: 16.4% | B: 0.9 | C: -0.1% | D: -1.0% | E: -2.0% | F: -6.4% | G: -10.0% | H: -5.6% | I: -5.1%
Cc1ccc(OCCOCCN2CCN(C)CC2)c([N+](=O)[O-])c1
  A: -26.6% | B: 1.1 | C: -0.8% | D: -3.3% | E: 16.5% | F: 10.9% | G: 0.1% | H: -5.1% | I: -26.9%
O=C(NCc1ccccc1)c1ccc2c(c1)C(=O)N(CC1CCCO1)C2=O (configuration not stated)
  A: -50.5% | B: 1.1 | C: 6.5% | D: -7.4% | E: -1.5% | F: 7.4% | G: 10.5% | H: -0.6% | I: 8.0%
Fc1ccc(N2CCN(c3nnnn3-c3ccccc3)CC2)cc1
  A: 22.6% | B: 1.1 | C: 0.2% | D: -2.8% | E: 15.1% | F: 2.2% | G: 0.3% | H: -3.2% | I: -39.2%
CC(=O)Nc1cccc(-c2nc3ccccc3[nH]2)c1
  A: -38.1% | B: 1 | C: -1.0% | D: -10.9% | E: -11.2% | F: -11.8% | G: 1.5% | H: -7.2% | I: 31.6%
CCN(CC)c1ccc(/C=C2/SC(=O)N(C(C)C)C2=O)o1
  A: 19.6% | B: 1.2 | C: 51.9%* | D: 2.4% | E: -34.3% | F: 11.4% | G: -2.9% | H: -5.5% | I: 13.2%
Clc1ccc(-c2ccc(CNCc3ccccn3)o2)cc1
  A: -45.0%[20 µM] | B: · | C: · | D: -8.0% | E: 1.9% | F: · | G: -1.7% | H: · | I: -7.8%
c1ccc(CN2CCN(C3=Nc4cccc5cccc3c45)CC2)cc1
  A: 9.5% | B: 1 | C: 21.9% | D: -5.1% | E: -28.2% | F: 20.5% | G: -1.6% | H: -2.6% | I: -40.0%
CCCCn1c2nc3ccccc3nc2c2c(=O)n(CCC(C)C)cnc21
  A: 36.0% | B: 1.1 | C: -12.9% | D: -7.7% | E: -11.3% | F: -23.1% | G: 7.7% | H: 0.6% | I: -5.8%
CC1(C)CC2CC(C)(CN2CC(=O)C(C#N)c2ccccc2)C1 (configuration not stated)
  A: 22.3% | B: 1.1 | C: -41.0% | D: 0.8% | E: -3.7% | F: -45.5% | G: -8.6% | H: -0.3% | I: -25.2%
CCCNC(=O)C12CCC(C)(C(=O)O1)C2(C)C (configuration not stated)
  A: -24.3% | B: · | C: · | D: -2.3% | E: 12.2% | F: · | G: 2.5% | H: · | I: 4.0%
O=C1N[C@@H](Cc2ccccc2)C(=O)N1CCN1CCOCC1
  A: 19.3% | B: 1 | C: -10.1% | D: -10.4% | E: 18.5% | F: -2.7% | G: -1.8% | H: -5.8% | I: -15.2%
Cc1nn(-c2ccc(N3CCOCC3)nn2)c(C)c1CCC(=O)N1CCN(C)CC1
  A: -16.0% | B: · | C: · | D: -8.1% | E: 13.5% | F: · | G: -2.8% | H: · | I: 13.1%
Nc1ccc(Nc2nc3ccccc3[nH]2)cc1
  A: 5.9% | B: · | C: · | D: -9.9% | E: 2.4% | F: · | G: -0.6% | H: · | I: -24.2%

Next section.
Codes – A = KOR beta-arrestin-1; B = TNAP activators; C = human PMI inhibitors; D = LYP inhibition; E = HEK293 NOD2/NF-kB; F = human PMI inhibition; G = KOR beta-arrestin-2; H = XIAP displacement; I = NOD1 inhibition
COc1ccccc1/C=C1/C(=O)ON=C1C
  A: -16.3% | B: · | C: · | D: 1.5% | E: 2.1% | F: · | G: 0.4% | H: · | I: -9.9%
Cc1ccccc1OCCOC(=O)c1nc2nccc(C)n2n1
  A: -4.8% | B: 1 | C: 2.6% | D: -4.9% | E: 18.8% | F: 2.7% | G: -5.1% | H: -6.4% | I: -31.8%
O=C(O)c1cccc(-n2c(/C=C/c3ccc([N+](=O)[O-])cc3)nc3ccccc3c2=O)c1
  A: 0.6% | B: · | C: · | D: -9.6% | E: 49.4% | F: · | G: -1.2% | H: · | I: 7.0%
Cc1ccc(Nc2nc(N)nc(CN3CCCCCC3)n2)c(C)c1
  A: 32.1% | B: 1.1 | C: -25.2% | D: -5.0% | E: -8.8% | F: -9.1% | G: -4.7% | H: 0.0% | I: -23.1%

This is a subset. The share of hits here may be higher or lower than overall.
